High-throughput results as filed in PubChem BioAssay.
KB-3-1 tox = kills parental KB-3-1 adenocarcinoma cells; AID 1347075; hit rate 1.4% among 400,000; Potency, µM (highest dose often 46.1 µM), without a hit: at the top dose activity change, negative = cytotoxic, actives largely listed as cytotoxic; KB-3-1 viability, CellTiter-Glo ATP luminescence, 72 h; note: potency is the fitted concentration of half-maximal effect; % is set by controls: 0 for no effect and ±100 for the full control effect; nearly all actives have a fitted effect of over 60% in size
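KB-3-1 parental drug-naive adenocarcinoma cells in DMEM/10% FBS, incubated 72 h at 37 C with pin-transferred compounds across a concentration series. Viability by CellTiter-Glo luminescence; concentration-response curves fitted after normalization.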
ATXN2 expr inh = ATXN2 expression inhibition | hit rate 0.72% among 360,000 | HEK-293 ATXN2-luciferase reporter, luminescence, 24 h | Potency, µM (highest dose often 57 µM), inactives show at the highest dose activity change, negative = inhibition, actives largely listed as inhibitors; note: potency is the fitted concentration of half-maximal effect; % is set by controls: 0 for no effect and ±100 for the full control effect; nearly all actives have a fitted effect of over 55% in size
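ATXN2-luciferase reporter cells (luciferase flanked by upstream and downstream ATXN2 gene portions) were treated 24 h at 37 °C with compounds at up to 57 uM. SteadyGlo luminescence gave expression; GF-AFC fluorescence gave viability.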
KB-V1 MDR tox = KB-V1 MDR subline cytotoxicity. KB-V1 MDR cells viability, CellTiter-Glo, 72 h. Potency, µM (doses to about 46.1 µM), for the others: at the top dose activity change, negative = cytotoxicity, usual class: cytotoxic. hit rate 3.4% among 400,000. AID 1347076; note: potency is the fitted concentration of half-maximal effect; % is set by controls: 0 for no effect and ±100 for the full control effect; nearly all actives have a fitted effect of over 60% in size
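Readout: CellTiter-Glo luminescence, 10 min after addition. Cells: KB-V1 MDR subline, 72 h at 37 degrees C with compound. Analysis: corrected, normalized data fitted to concentration-effect curves.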
SW480 rerep = DNA re-replication induction in SW480 cells; SW480 DNA re-replication, Hoechst DNA content imaging, 48 h; Potency, µM (top dose mostly 46.1 µM), without a hit: top-dose re-replication activation, most hits filed as activators; hit rate 1.8% among 340,000; note: potency is the fitted concentration of half-maximal effect; % of control where 0% means no effect; nearly all actives have a fitted effect of over 55% in size
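Compounds, transferred as 23 nL by pin tool, were incubated with cells for 48 hr; DNA content per nucleus was then quantified by Hoechst staining and fluorescence plate imaging.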
IL1B secr inh = inflammasome signaling inhibition, IL-1 beta readout | AID 743279 | activity change, % at 57.5 µM | THP-1 LPS/ATP IL-1B secretion, AlphaLISA, 16 h; stronger effect = lower value | hit rate 4.7% among 360,000; in the data active = activity change below about -50%; inconclusive = mostly about -30% to -49%; note: % is set by controls: 0 for no effect and ±100 for the full control effect
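THP-1 cells pretreated 1 hr with compounds (up to 57.5 uM final), then stimulated with LPS (250 ng/mL final) plus ATP (1.25 mM final); secreted IL-1B measured by AlphaLISA after 16 hr, decreased signal indicating inhibition.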
HT1080-NT tox = kills 2HG-producing HT-1080-NT fibrosarcoma cells | HT-1080-NT fibrosarcoma viability, CellTiter-Glo ATP luminescence, 48 h | hit rate 1.6% among 360,000 | Potency, µM (titrated, usually from 46.1 µM), for the others: at the top dose activity, negative = less viability, hits mostly cytotoxic;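 note: NT is the 2HG producing partner of a matched IDH1 knockdown line; potency is the fitted concentration of half-maximal effect; 0% = DMSO-treated cells and -100% = media-only wells without cells; nearly all actives have a fitted effect of over 55% in size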
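A 48-hour cytotoxicity screen used HT-1080-NT cells plated 2 hours before compound delivery. ATP-based CellTiter-Glo luminescence measured viability, normalized to DMSO and no-cell controls.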
MCF10A rereplic = induces DNA re-replication in MCF 10a normal breast cells | MCF 10A DNA re-replication, Hoechst nuclear intensity, 48 h | Potency, µM (series often up to 46.1 µM), without a hit: at the top dose activity, positive = re-replication, usual class: activators | hit rate 2.9% among 350,000 | AID 624296; note: potency is the fitted concentration of half-maximal effect; % of control where 0% means no effect; nearly all actives have a fitted effect of over 50% in size
WRN inhibitor = inhibitors of human WRN helicase; Q14191; Potency, µM (titrated, usually from 114 µM), without a hit: at the top dose activity change, negative = inhibition, most hits filed as inhibitors; WRN helicase unwinding, fluorescent forked duplex, kinetic; AID 651768; hit rate 0.46% among 360,000; note: potency is the fitted concentration of half-maximal effect; % is set by controls: 0 for no effect and ±100 for the full control effect; nearly all actives have a fitted effect of over 55% in size
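Kinetic red-fluorescence monitoring (525/598 nm) tracks WRN helicase activity after 100 nM fluorophore-quencher forked duplex and 2 mM ATP are added to 20 nM enzyme pretreated 15 min at room temperature with compound.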
HT1080 IDH1KD tx = toxicity to HT-1080 IDH1 knockdown cells (counter line) | hit rate 2% among 360,000 | HT-1080 IDH1 knockdown viability, ATP luminescence, 48 h | Potency, µM (titrated, usually from 46.1 µM), for the others: at the highest dose activity, negative = toxicity, hits mostly cytotoxic;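 note: potency is the fitted concentration of half-maximal effect; 0% = DMSO wells and -100% = cell-free medium wells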
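Viability of IDH1-knockdown HT-1080 fibrosarcoma cells was assessed by CellTiter-Glo after 48 h at 37 °C with titrated compound; concentration-effect curves were classified by fit quality and response size.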
* = called active by the depositor; ? = inconclusive; · = no result given; [ ] = dose if it differs, or a comment. Unless noted, calls come from the whole dose curve; as a rule, active = well fitted curve in the direction sought with a large enough effect; inconclusive = small, poorly fitted or top-dose-only effect, or another doubt; inactive = no such curve, though single readings can be large; an effect the other way counts as inactive or inconclusive. Outcome played no part in choosing rows; 12% or so of the library scored in one or more.

SMILES | KB-3-1 tox | ATXN2 expr inh | KB-V1 MDR tox | SW480 rerep | IL1B secr inh | HT1080-NT tox | MCF10A rereplic | WRN inhibitor | HT1080 IDH1KD tx
O=C(CCc1ccccc1)NNC(=O)Cc1ccc(Cl)cc1 | 1.1% | 2.3% | 9.0% | -15.8% | 15.2 | -2.7% | 24.2% | 5.4% | -6.3%
CC(=O)NC(Cc1cc(C)ccc1C)C(=O)N1CCN(C(=O)c2ccc([N+](=O)[O-])cc2)CC1 (stereo not drawn) | 7.3% | 1.2% | ? | 2.2% | 17.3 | 11.5% | 7.9% | 9.0% | -1.3%
COC(=O)c1sc(-c2cccs2)cc1N | 11.2% | 43.3%[activator] | ? | 3.9% | ? | 8.6% | 0.3% | -3.3% | 14.0%
Cc1cccc(NS(=O)(=O)c2ccc(C(C)(C)C)cc2)n1 | -10.9% | · | 11.9% | 1.8% | 22.4 | -1.9% | 9.4% | 2.2% | 8.9%
CCOc1ccc(NC(=S)N(CCc2c(C)[nH]c3ccc(C)cc23)Cc2ccco2)cc1 | -19.0% | ? | -32.5% | 13.2% | ? | -16.1% | -1.4% | -5.6% | -27.0%
O=C1NC2(CCCCC2)N=C1c1ccc(Br)cc1 | -1.3% | -26.5% | -3.8% | -2.6% | -21.8 | -0.7% | 1.8% | 5.7% | -6.4%
Cn1cccc1/C=C1\SC(=S)N(NC(=O)c2ccccc2Cl)C1=O | -0.2% | 4.6% | -3.0% | -4.5% | -1.7 | 0.0% | 1.2% | -8.2% | 0.8%
CCOC(=O)CC(=O)CSc1nc2nc(C)cc(C)n2n1 | 0.4% | 5.0% | 15.5% | -11.3% | 15.1 | 3.6% | -8.4% | -13.8% | 16.7%
Nc1c(Sc2ccccc2)c(=O)[nH]c(=O)n1Cc1ccccc1 | -0.7% | 4.0% | -9.6% | -6.6% | -13.2 | -4.1% | 8.8% | -8.8% | 16.9%
CC(C)CC[n+]1ccn(C2=C([O-])c3ccccc3C(=O)/C2=N\S(=O)(=O)c2ccccc2)c1 | -18.3% | 31.6µM* | 3.4% | ? | -50.7* | ? | 12.5% | -15.7% | 11.2µM*
Nc1ccc(-n2nc(C(F)(F)F)cc2C(F)(F)F)cc1 | 2.0% | -9.2% | 13.2% | -8.4% | -3.9 | 17.0% | 3.9% | -34.5% | 7.9%
COCC(=O)NNC(=O)Cc1ccc(Cl)cc1 | -1.9% | · | ? | ? | 8.7 | 15.6% | 4.1% | -8.8% | 10.4%
O=C(Nc1ccc([N+](=O)[O-])cc1)Nn1cnnc1 | -0.3% | 6.0% | -21.6% | -7.9% | -1.1 | 0.5% | 7.9% | 3.6% | -0.8%
COc1cc(/C=C2\SC(N3CCC(C)CC3)=NC2=O)ccc1O | -1.7% | -12.9% | 0.0% | 1.3% | -55.7* | 1.1% | -14.2% | -13.7% | -11.8%
CCN1CCN(CCNC(=O)Nc2ccc([N+](=O)[O-])cc2)CC1 | 2.5% | -5.4% | 10.1% | -0.8% | 5.2 | 15.7% | 2.2% | -3.6% | -2.5%
N#CC1=C(N)C(C#N)(C#N)C2(CCC3(CC2)OCCO3)C2CC3(CC=C12)OCCO3 (stereo not drawn) | -9.7% | 4.2% | -18.0% | 11.4% | -12.8 | -13.4% | 1.4% | -18.0% | 3.6%
CCc1nnc(SCC(=O)Nc2ccc3c(c2)OCO3)o1 | 0.0% | 1.6% | 23.8% | -2.4% | 8.1 | 2.1% | -4.6% | 1.3% | 5.2%
CC(C)NC(=O)c1cnc(Sc2ncc(C(F)(F)F)cc2Cl)n1C | 2.2% | -1.9% | -4.5% | -2.3% | 18.6 | 12.7% | 4.7% | 11.8% | -0.5%
CC1CC1C(=O)N(C)CC(=O)Nc1ccccc1Br (stereo not drawn) | 22.0% | 4.9% | 0.5% | -9.1% | 12.1 | 15.4% | 2.5% | 2.2% | 0.3%
COc1ccc(-n2cc(CNCc3cnc4ccccn34)c(-c3cccc(F)c3)n2)cc1 | 12.2% | 1.5% | -15.8% | 8.7% | -73.2* | ? | ? | 6.8%[57.1 µM] | 0.0%
Cc1ccc(C(=O)/C=C/c2ccccc2[N+](=O)[O-])cc1 | 6.6% | ? | -18.9% | ? | -57.2* | ? | 16.4µM* | -8.5% | ?
COc1ccc(N2C(=O)c3ccccc3NC(=O)C2C(=O)NCC(C)C)cc1 (stereo not drawn) | -3.5% | · | -4.1% | · | -12.3 | 15.4% | · | -2.6% | 12.1%
CC(=O)N1N=C(c2ccc(Br)cc2)CC1c1ccc(Br)cc1 (stereo not drawn) | 3.1% | · | 24.4% | · | 30.4 | -1.4% | · | 9.9% | 0.9%
CCc1ccc(/C=C/C(=O)c2ccc(N3CCOCC3)cc2)cc1 | ? | 4.9% | -10.4% | 14.0% | -89.0* | -22.9% | ? | -0.7% | ?
COC(Cn1c(-c2cccc(S(=O)(=O)N(C)C)c2)n[nH]c1=S)OC | 4.5% | -31.7% | 0.0% | -5.8% | 4.6 | 9.1% | -0.4% | 0.4% | 5.7%
CCn1c(SCc2ccccc2)nnc1C1CCCCC1 | -5.0% | 6.5% | 15.4% | -4.9% | -4.3 | 20.4% | ? | -3.5% | 14.8%
COc1ccc(C(=O)NNC(=O)CN2CCC(n3nnc4cc(C(F)(F)F)ccc43)CC2)cc1 | 3.3% | -11.5% | -7.7% | -3.1% | 27.3 | 0.0% | 25.4% | -0.7% | -1.8%
COc1ccc(C2=NS(=O)(=O)N(C)C(C(=O)N3C(C)CCCC3C)=C2)cc1 (stereo not drawn) | 0.8% | -15.1% | -12.5% | -0.6% | 4.8 | -2.4% | 6.8% | 2.1% | 1.8%
Cc1cccc2cc(/C=N/NC(=O)[C@H]3C[C@@H]3c3ccccc3)c(Cl)nc12 | -1.2% | 4.8% | 17.5% | 9.6% | 30.9 | -7.0% | ? | -13.8% | -1.2%
O=C1/C(=C/c2ccccc2)Nc2ccccc21 | -0.7% | -3.0% | -28.2% | 4.4% | ? | -20.5% | 0.3% | -18.1% | -22.0%
C/C(=N\NC(=O)c1cccc(F)c1)c1ccc(Br)s1 | 0.0% | -17.6% | ? | 9.2µM* | -1.7 | 11.2µM* | ? | 11.8% | 5.62µM*
Cc1cccc(NCCC#N)c1 | 4.9% | ? | 2.5% | -15.2% | 14.5 | 15.8% | ? | -13.0% | 18.4%
COc1cc(OC)c2ccc(=O)oc2c1C(CCN1CCCC(C)C1)c1ccc(N(C)C)cc1 (stereo not drawn) | 6.4% | -0.1% | 4.9% | -12.8%[9.22 µM] | -9.4 | -3.9% | 3.7% | -2.1% | -9.0%
CCOC(=O)c1c(C)nc(C)c2c(=O)oc3ccccc3c12 | 12.4% | 48.9%[activator] | 7.9% | -11.9% | -5.7 | 14.6% | 0.0% | -4.3% | 2.7%
Cc1cnc(=O)[nH]c1SCc1ccc([N+](=O)[O-])cc1 | 0.5% | · | 27.9% | -8.2% | -3.5 | -0.8% | -6.2% | 2.8% | 0.0%
COc1ccccc1CNC(=O)N[C@@H](Cc1ccccc1)C(=O)O | 0.7% | 4.6% | 2.2% | 0.9% | -2.7 | 11.3% | 7.7% | 0.9% | 3.3%
O=C(Cn1nc(C(=O)O)c2ccccc2c1=O)NCc1ccco1 | -1.9% | -24.4% | 3.3% | -2.0% | 5.8 | 8.5% | 0.5% | 11.8%[57.1 µM] | -0.9%
CCN(CC)S(=O)(=O)c1ccc(C)c(N=C=S)c1 | 5.9% | -25.6% | -6.9% | 1.2% | -0.5 | 1.4% | 7.7% | 2.3%[57.1 µM] | 0.0%
COc1cc(CN2C[C@@H](CO)O[C@@H](n3cnc4c(NCc5ccco5)ncnc43)C2)cc(OC)c1OC | 0.0% | 6.2% | 2.5% | · | 8.1 | ? | · | 1.9% | 1.1%
Cc1nn(C(=O)c2ccco2)c(C)c1Sc1ccc(Br)cc1 | 7.3% | 0.0% | 9.9% | -2.5% | 3.5 | 3.1% | 0.4% | -11.0% | 17.7%
COc1cc(/C=C(\NC(=O)c2ccccc2)C(=O)N2CC3CC(C2)c2cccc(=O)n2C3)cc(OC)c1OC (stereo not drawn) | 0.2% | 1.4% | 23.2% | -5.6% | -1.8 | -7.8% | 0.1% | -6.0% | 1.5%
COC(=O)CC1C(=O)NCCN1C(=O)Nc1cccc(Cl)c1 (stereo not drawn) | 7.2% | -14.0% | -7.0% | -5.0% | -1.9 | 23.0% | -0.1% | 9.7% | 14.2%
O=C(c1noc2c1CCCC2)N1CCN(c2ccccc2)CC1 | 5.0% | 45.9%[activator] | 18.4µM* | -3.5% | -6.4 | 9.0% | -2.1% | -6.5% | -1.8%
COc1ccc(CNC2c3ccccc3-c3ccccc32)cc1OC | 0.6% | 5.7% | -25.6% | 0.9% | -10.1 | 1.3% | 3.2% | -2.4% | -0.2%
COc1ccccc1NCC(=O)N/N=C/C=C/c1ccccc1 | 4.1% | · | -13.0% | 1.5% | -15.3 | -1.4% | 35.9% | -0.9% | -18.1%
O=C(C1CCC(CNS(=O)(=O)c2cccs2)CC1)N1CCCCC1 (stereo not drawn) | -3.6% | -1.4% | ? | -5.2% | 11.4 | -1.9% | -20.3% | -19.6%[57.1 µM] | 1.5%

Single records (already shown). Order of screens: KB-3-1 tox, ATXN2 expr inh, KB-V1 MDR tox, SW480 rerep, IL1B secr inh, HT1080-NT tox, MCF10A rereplic, WRN inhibitor, HT1080 IDH1KD tx
Entry for `CCOC(=O)c1c(C)nc(C)c2c(=O)oc3ccccc3c12` → 12.4%, 48.9%[activator], 7.9%, -11.9%, -5.7, 14.6%, 0.0%, -4.3%, 2.7%
Entry for `COc1ccc(CNC2c3ccccc3-c3ccccc32)cc1OC` → 0.6%, 5.7%, -25.6%, 0.9%, -10.1, 1.3%, 3.2%, -2.4%, -0.2%
